From PubChem BioAssay
CHRM5 antagonist = antagonists of human muscarinic M5 receptor (CHRM5) | CHO-hM5 cells, Fluo-8 calcium fluorescence, ACh EC80 | 360,000 compounds, 0.59% hits | AID 624040 | inhibition, % at 3 µM;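 active means inhibition above a per-plate cutoff, the mean of that plate's test compounds plus 3 SD, cut at about 27% in these data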;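 further: 0% = acetylcholine EC80 with DMSO and 100% = DMSO without agonist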
Target sequence (P08912 whole entry, looked up): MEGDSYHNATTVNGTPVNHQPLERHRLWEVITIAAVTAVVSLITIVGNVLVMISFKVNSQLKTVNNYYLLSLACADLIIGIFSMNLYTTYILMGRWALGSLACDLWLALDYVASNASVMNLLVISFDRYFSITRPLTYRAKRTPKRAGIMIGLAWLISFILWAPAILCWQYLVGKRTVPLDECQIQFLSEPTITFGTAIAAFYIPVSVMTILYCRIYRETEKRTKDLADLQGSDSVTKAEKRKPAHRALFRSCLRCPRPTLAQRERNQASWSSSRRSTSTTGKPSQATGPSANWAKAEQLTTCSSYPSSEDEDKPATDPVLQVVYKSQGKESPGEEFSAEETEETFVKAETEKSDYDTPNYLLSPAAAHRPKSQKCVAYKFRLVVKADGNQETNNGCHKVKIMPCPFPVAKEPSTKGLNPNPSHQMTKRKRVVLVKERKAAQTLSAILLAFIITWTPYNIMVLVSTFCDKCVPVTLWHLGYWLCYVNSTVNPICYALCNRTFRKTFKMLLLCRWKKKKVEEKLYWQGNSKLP
CRFBP-R2 agonist = agonists of human CRF-binding protein/CRF-R2 receptor complex. 350,000 compounds, 0.46% hits. HEK293 CRF-R2/CRF-BP, calcium dye fluorescence (FLIPR); percent of saturating CRF peptide response. activation, % at 13.2 µM. AID 588473;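 active means activation of at least 50%, plus an integration ratio under a set limit after plate pattern correction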;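 further: plate controls were neutral control wells without compound for no effect and CRF at EC100 for full effect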
CHRM4 PAM = CHRM4 positive allosteric modulation. activation, % at 3 µM. P08173. 360,000 compounds, 0.4% hits. CHO-K1 hM4/Gqi5, Fluo-8 calcium fluorescence, ACh EC20; 0% = ACh EC20, 100% = maximal ACh;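 active means activation above its plate's cutoff, the mean activation of sample wells plus 3 SD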; further: some results filed as inactive read as strong as hits
CHRM4 agonist = CHRM4 agonism in calcium assay; P08173; AID 624127; CHO-K1 hM4/Gqi5, Fluo-8 calcium fluorescence; vehicle 0%, full acetylcholine response 100%; activation, % at 3 µM; 360,000 compounds, 0.14% hits;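 active means activation above the run mean over all test wells plus 3 SD, cut at about 32% in these data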;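 further: peak over basal fluorescence ratio per well then scaled between controls; 0% = DMSO wells and 100% = acetylcholine at EC100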
CHRM4 antagonist = CHRM4 antagonism in calcium assay. P08173. CHO-hM4 cells, ACh EC80, Fluo-8 calcium fluorescence. inhibition, % at 3 µM. 360,000 compounds, 0.73% hits. AID 624125;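 active means inhibition above its plate's cutoff, the mean inhibition of sample wells plus 3 SD, cut at about 27% in these data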;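 further: 0% = acetylcholine EC80 with DMSO and 100% = DMSO without agonist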
M5 ag = CHRM5 agonism in calcium assay | P08912 | CHO-K1 hM5 cells, Fluo-8 calcium fluorescence; 0% DMSO wells, 100% maximal acetylcholine response | activation, % at 3 µM | 360,000 compounds, 0.19% hits;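 active means activation above the run's mean over test compounds plus 3 SD, cut at about 23% in these data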;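 further: signal is peak over basal fluorescence ratio across the kinetic read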
CHRM1 PAM = positive allosteric modulators of human M1 muscarinic receptor; activation, % at 3 µM; P11229; CHO-K1 hM1, Fluo-8 calcium fluorescence, ACh EC20; 0% = ACh EC20, 100% = maximal ACh; 360,000 compounds, 0.088% hits; in the data active means activation above about 19%, passing the limit was not always enough
Target sequence (P11229 whole entry, looked up): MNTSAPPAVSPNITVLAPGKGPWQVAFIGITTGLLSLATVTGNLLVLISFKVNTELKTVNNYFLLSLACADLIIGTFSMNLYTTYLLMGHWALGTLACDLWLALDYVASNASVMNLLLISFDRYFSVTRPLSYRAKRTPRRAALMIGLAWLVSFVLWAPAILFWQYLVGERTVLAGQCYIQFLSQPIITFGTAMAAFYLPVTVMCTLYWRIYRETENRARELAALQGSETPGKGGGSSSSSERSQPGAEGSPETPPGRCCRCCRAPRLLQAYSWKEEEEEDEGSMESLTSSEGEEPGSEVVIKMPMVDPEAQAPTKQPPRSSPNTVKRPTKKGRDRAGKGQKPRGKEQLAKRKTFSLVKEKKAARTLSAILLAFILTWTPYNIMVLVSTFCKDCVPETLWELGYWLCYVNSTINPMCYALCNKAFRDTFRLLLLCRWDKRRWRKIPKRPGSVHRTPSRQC
CHRM5 PAM = positive allosteric modulators of human muscarinic M5 receptor. AID 624038. 360,000 compounds, 0.3% hits. activation, % at 3 µM. CHO-K1 hM5, Fluo-8 calcium, ACh EC20 PAM; 0% = ACh EC20, 100% = ACh EC100. P08912;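 active means activation above the run cutoff, the mean activation of all test compounds plus 3 SD, cut at about 18% in these data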
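System – CHO-K1 hM5 cells · Compound – 3 µM, single dose · Incubation – compound preincubation 140 s before EC20 acetylcholine addition · Technique – Fluo-8 calcium fluorescence · Measure – Max/basal fluorescence ratio as % of EC20–EC100 ACh window · Benchmarks – low control EC20 acetylcholine (0%), high control EC100 acetylcholine (100%) · Replication – singlicate, one well per test compound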
CRFBP-R2 block = CRF-BP/CRF-R2 complex antagonism; inhibition, % at 11.8 µM; 350,000 compounds, 0.59% hits; HEK293 CRF-R2/CRF-BP, CRF-induced calcium fluorescence;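 active means inhibition of the ligand-induced calcium signal above about 50% at the single tested concentration, limit read from the data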
* = called active by the depositor; / = no result given.

SMILES	CHRM5 antagonist	CRFBP-R2 agonist	CHRM4 PAM	CHRM4 agonist	CHRM4 antagonist	M5 ag	CHRM1 PAM	CHRM5 PAM	CRFBP-R2 block
CC(=O)Oc1cccc(NC(=O)c2ccc3c(c2)C(=O)N(CC(C)C)C3=O)c1	4.0	0.4	-0.1	9.3	-12.2	0.9	-0.5	-5.3	0.1
CC1CN(C(=O)c2cccc(C(=O)N3CC(C)OC(C)C3)c2)CC(C)O1 (stereo unspecified)	-0.4	-1.5	0.0	0.6	-1.3	0.0	9.0	0.5	-4.1
O=C(Nc1ccccc1C(F)(F)F)N1CCN(c2ccc3nnc(-c4ccc(F)cc4)n3n2)CC1	11.7	0.5	2.9	0.2	14.3	-1.2	2.1	0.1	3.9
CCOc1cccc(C2/C(=C(/O)c3ccc4c(c3)CC(C)O4)C(=O)C(=O)N2Cc2ccncc2)c1 (stereo unspecified)	-2.2	-0.3	-2.0	1.1	-7.2	-5.5	-2.8	-4.1	-10.8
CCS(=O)(=O)N1CCN(c2nc(-c3ccccc3)cs2)CC1	7.8	-0.7	-6.4	4.0	-2.5	1.3	-4.6	-6.1	23.0
Cc1ccc(S(=O)(=O)NNC(=O)C(=O)NNc2ccccn2)cc1	-3.2	1.7	8.8	0.4	-11.6	-3.2	5.5	3.0	27.1
CC(C)(C)c1cc(C(=O)C[n+]2ccc(C(=O)NCCCO)cc2)cc(C(C)(C)C)c1O	-0.8	0.6	1.3	-0.4	-0.5	-3.0	6.9	4.5	3.2
O=C(O)CCn1cc(/C=C2\SC(=S)NC2=O)c(-c2ccccc2)n1	18.9	3.1	-8.8	22.5	7.1	4.0	-13.2	-15.4	-2.0
Cc1cc(C)nc(NC2=NCCN2C(=O)NC2CCCCC2)n1	9.8	-1.6	-0.8	1.1	-2.4	-6.2	-5.9	-5.7	12.4
CCN(C(C)=O)c1nnc(CSc2nc3ccccc3s2)s1	-4.9	0.7	7.6	0.6	7.0	-3.1	5.0	2.9	-18.3
COC(=O)CCN1CCC2CC1c1cc(N3CCCCC3)ccc12 (stereo unspecified)	-4.8	9.0	7.8	1.2	-19.5	-1.8	-1.7	-2.5	5.5
O=C(Cc1ccc(F)cc1)N/N=C/c1ccc2c(c1)OCO2	-6.0	0.5	-6.0	1.0	-4.3	4.3	3.7	6.6	6.8
CC(=O)N1c2ccccc2Nc2ccccc21	-3.2	-1.4	1.1	0.2	-4.4	-2.9	3.3	6.2	19.8
CC(=O)c1ccc(-n2cc(C#N)c(=O)[nH]c2=O)cc1	-0.3	-0.2	-3.1	1.2	-4.6	1.3	2.0	1.5	1.6
O=C1NC2(CCCCC2)C(=O)N1c1cccc(Cl)c1	5.9	0.5	5.1	0.6	-7.0	-2.3	4.6	-1.2	-21.3
C/C(=N\Nc1ccccc1)c1cc2ccccc2oc1=O	-7.9	-0.1	3.2	0.6	-1.6	-1.8	7.9	3.4	-2.4
O=C(CCc1nnc(C2(c3ccc(Cl)cc3)CCC2)o1)NC1CC1	-7.1	-0.1	8.1	1.2	-2.3	5.2	5.0	7.0	-14.2
CCOC1=C2CN(S(=O)(=O)c3ccc(C)cc3)[C@@H](c3ccccc3)C[C@H]2[C@H]2C(=O)N(c3ccccc3)C(=O)[C@H]2C1	6.2	/	2.0	3.4	-13.7	1.9	-1.2	-2.1	/
CCCCC(=O)Nc1ccc(Cl)cc1F	-3.5	-0.1	1.6	0.1	-1.3	-0.7	6.2	-5.5	-17.2
CC(C)(C)c1ccc(NC(=S)NCc2cccnc2)cc1	-17.0	-1.9	-3.7	5.0	5.7	4.5	9.2	8.1	2.7
COc1cc(/C=C/C(=O)OCC(=O)NCCc2ccc(S(N)(=O)=O)cc2)ccc1OCC#N	4.3	-0.7	2.2	2.0	-20.4	-2.8	2.4	-5.3	-0.7
O=C(Cn1c(=O)cnc2ccccc21)Nc1cccc(S(=O)(=O)N2CCCCC2)c1	11.6	-0.9	-2.5	3.6	8.8	-2.5	-8.1	-4.3	4.2
CC(C)=NNC(=O)c1c(O)c2ccccc2[nH]c1=O	-0.2	-1.0	-2.7	0.4	0.9	2.3	5.1	-3.7	14.9
CCn1c(N)c(C(=O)NCc2ccco2)sc1=S	-8.6	-0.8	20.3	0.2	-2.5	-0.4	0.3	7.3	-8.5
O=S(=O)(Nc1ccccc1N1CCCCC1)c1ccc(F)cc1	0.9	-1.7	-8.7	-1.7	-1.9	-10.4	-0.8	-7.1	5.5
Next part
SMILES	CHRM5 antagonist	CRFBP-R2 agonist	CHRM4 PAM	CHRM4 agonist	CHRM4 antagonist	M5 ag	CHRM1 PAM	CHRM5 PAM	CRFBP-R2 block
COc1ccc(CNC(=O)CSc2nnc(C)n2-c2ccc(F)cc2)cc1	-15.4	0.9	0.3	0.9	-6.6	0.0	11.0	2.6	5.7
N#CC1C(=O)NC(=O)CC12CCCCC2 (stereo unspecified)	8.5	-1.9	7.3	1.9	-12.1	2.7	6.6	-5.2	-6.5
CCOC(=O)CSc1nc2cc(C(=O)NCC3CCCO3)ccc2c(=O)n1Cc1ccco1 (stereo unspecified)	10.6	-1.1	-9.7	1.6	-6.9	-1.9	4.8	-10.2	-34.8
CCOc1ccc(/C=C/c2nc(C#N)c(NCCCOC)o2)cc1	13.1	-1.9	8.0	1.3	-12.9	-10.4	4.5	-4.7	-2.7
CCCSc1cc(NCCOC(=O)CCC)c([N+](=O)[O-])c2nonc12	8.6	-3.2	4.0	-0.2	3.2	-3.9	5.7	-6.8	33.6
CC(C)(C)c1ccc(NC(=O)COC(=O)c2ccc3ncsc3c2)cc1	-0.3	9.2	-2.3	10.0	-5.8	0.1	1.4	-11.2	-51.7
O=C(Cc1ccc(F)cc1)Nc1cc(S(=O)(=O)N2CCOCC2)ccc1N1CCCCC1	3.1	-0.8	1.3	-1.2	1.1	0.5	2.0	-1.4	4.7
C/C=C/c1ccc(OCCCCOc2ccc(OC)cc2)c(OC)c1	10.5	-2.6	-3.9	-0.3	6.5	-2.5	-8.1	-6.3	26.7
Cc1csc(SCC(=O)NCCc2ccc(Cl)cc2)n1	-7.5	-0.3	-0.6	0.4	4.8	-2.1	9.7	2.8	2.4
C=CCOc1cccc(C2/C(=C(/O)c3ccc(F)cc3)C(=O)C(=O)N2CCN2CCOCC2)c1 (stereo unspecified)	-5.7	-1.6	1.0	0.3	-0.8	-0.1	0.0	-0.8	-10.6
CCOc1ccc(N=Cc2ccc(N(C)C)cc2)c(O)c1	7.3	1.1	1.1	1.5	0.3	0.9	3.7	1.9	-1.2
Cc1ccc(CN(c2ccc(C(=O)NCc3cccnc3)cc2)S(C)(=O)=O)cc1	-1.7	-1.4	2.8	5.0	2.6	3.2	1.5	0.8	1.4
Cc1nnc(SCc2ccc([N+](=O)[O-])cc2)[nH]c1=O	2.1	-0.3	0.6	0.7	-4.1	-4.3	11.6	0.7	9.4
CC(C)(C)c1ccc(C(=O)Nc2ccc3c(c2)C(=O)NC3=O)cc1	-3.2	2.2	-2.9	0.8	-4.3	0.0	-0.4	-4.4	1.3
CCn1nnc2cc(C(=O)NCCc3ccccc3F)ccc21	8.7	-0.4	-3.9	2.9	1.5	-1.2	9.5	-0.3	2.3
CC(C)(Cl)C1Cc2cc3ccc(=O)oc3cc2O1 (stereo unspecified)	0.9	-0.8	8.3	0.0	-5.6	-3.2	1.2	-5.1	23.2
COc1ccccc1-c1sc2cc3c(cc2c1C#Cc1ccccn1)OCO3	8.6	2.6	-7.7	0.8	2.2	-3.8	-2.9	-7.5	-4.5
CCC(=O)N[C@H]1CC[C@@H](CCn2cc(C3CC3)nn2)O[C@@H]1CO	-4.8	/	6.2	0.9	-11.8	1.6	/	5.0	/
COC(=O)c1ccc(C2CC(=O)Nc3cc(OC)c(OC)c(OC)c32)cc1 (stereo unspecified)	4.6	0.1	5.6	0.2	7.6	-2.9	7.7	-2.5	-23.9
O=C(CSc1nncn1-c1cccnc1)Nc1cccc(C(F)(F)F)c1	20.3	0.9	-3.5	1.3	8.5	-1.1	7.4	-7.4	-0.8
N/N=C1\CCCc2nonc21	3.5	-0.5	0.1	2.9	5.7	-1.4	8.9	5.2	13.1
Cc1[nH]c2ccc(C(=O)O)cc2c1C	-4.0	-1.0	0.8	2.0	-12.0	0.1	11.0	6.8	14.5
CC(=O)Nc1ccc(S(=O)(=O)N(C)CC(=O)OCC(=O)c2ccc3c(c2)NC(=O)CO3)cc1	11.2	0.2	-2.5	17.1	-2.0	2.9	1.3	-23.3	-2.5
CSc1sc(-c2nnc(SCC(=O)Nc3ccc(Cl)cc3)n2C)c2c1C=CCC2	4.5	-0.4	-1.4	-1.3	-1.1	1.9	-0.2	7.2	7.2
COC(=O)CN1C2(C#N)CCCCC2CC2CCCCC21C#N (stereo unspecified)	-2.8	-0.3	5.2	0.9	-7.9	-3.9	3.8	-4.5	0.2
The list continues.
SMILES	CHRM5 antagonist	CRFBP-R2 agonist	CHRM4 PAM	CHRM4 agonist	CHRM4 antagonist	M5 ag	CHRM1 PAM	CHRM5 PAM	CRFBP-R2 block
CCC(C)S(=O)(=O)c1snnc1C (stereo unspecified)	4.1	1.2	6.0	1.3	0.0	0.8	0.5	1.1	0.3
COc1cc(NC(=O)NC(C)(C(F)(F)F)C(F)(F)F)cc(OC)c1OC	3.4	-5.7	-2.0	0.9	8.8	0.3	1.7	-0.1	7.6
CC(=O)N(Nc1ccccc1)c1ccccc1	6.2	0.1	-4.8	13.7	-8.9	-1.2	-1.6	-6.7	-5.2
CC(=O)NC(CC(=O)Nc1cc(Cl)ccc1-n1cncn1)c1ccccc1 (stereo unspecified)	2.8	-1.2	-2.7	0.2	-1.5	-1.7	11.3	-2.4	1.6
CSc1nc2ccccc2c(=O)n1N	1.9	-0.7	-5.4	1.4	8.3	-4.2	-2.3	1.4	5.0
COC(=O)C1CCN(C(=O)CSc2nc3nc(C)cc(C)n3n2)CC1	4.6	-0.1	3.0	0.3	-0.1	3.1	5.3	-5.3	1.0
COc1ccc(CCN(CC(=O)NCc2ccc(F)cc2)C(=O)c2snc(C(N)=O)c2N)cc1OC	1.2	-0.9	-1.1	6.6	1.0	-1.1	5.3	0.3	-3.2
Cc1cc(C)c(C)c(S(=O)(=O)N2CCCN(C)CC2)c1C	8.8	-0.7	-2.8	1.5	-0.2	-5.5	3.4	-0.2	-18.0
CNc1nccc(-c2ccc(F)cc2)c1C#N	1.1	0.4	13.0	0.3	-1.9	-2.1	14.0	5.9	4.5
CC1(C)C2CC=C(/C=N/NC(=O)c3ccccc3O)C1C2 (stereo unspecified)	-10.7	46.6	11.9	1.8	-9.3	1.2	2.0	3.5	58.6*
Cc1cc(C)nc(NN2C(=O)/C(=C/c3ccccc3)SC2=S)n1	5.5	-0.7	10.3	-0.3	3.5	-2.3	1.4	-6.9	-6.7

4 structures from above, ordered by length of the SMILES, smallest number first:
SMILES	CHRM5 antagonist	CRFBP-R2 agonist	CHRM4 PAM	CHRM4 agonist	CHRM4 antagonist	M5 ag	CHRM1 PAM	CHRM5 PAM	CRFBP-R2 block
CSc1nc2ccccc2c(=O)n1N	1.9	-0.7	-5.4	1.4	8.3	-4.2	-2.3	1.4	5.0
CC1(C)C2CC=C(/C=N/NC(=O)c3ccccc3O)C1C2 (stereo unspecified)	-10.7	46.6	11.9	1.8	-9.3	1.2	2.0	3.5	58.6*
COc1cc(NC(=O)NC(C)(C(F)(F)F)C(F)(F)F)cc(OC)c1OC	3.4	-5.7	-2.0	0.9	8.8	0.3	1.7	-0.1	7.6
COc1ccc(CCN(CC(=O)NCc2ccc(F)cc2)C(=O)c2snc(C(N)=O)c2N)cc1OC	1.2	-0.9	-1.1	6.6	1.0	-1.1	5.3	0.3	-3.2
